Screens from PubChem.
D2 antag: D2 dopamine receptor (human) antagonism; P14416; HEK293 TREx D2 cells, calcium flux, dopamine EC80; inhibition, % at 10 µM; actives 2% (n = 340,000); AID 485344; in the data active = inhibition above about 30%; also: 0% is about no effect
Target sequence (P14416 whole entry, looked up): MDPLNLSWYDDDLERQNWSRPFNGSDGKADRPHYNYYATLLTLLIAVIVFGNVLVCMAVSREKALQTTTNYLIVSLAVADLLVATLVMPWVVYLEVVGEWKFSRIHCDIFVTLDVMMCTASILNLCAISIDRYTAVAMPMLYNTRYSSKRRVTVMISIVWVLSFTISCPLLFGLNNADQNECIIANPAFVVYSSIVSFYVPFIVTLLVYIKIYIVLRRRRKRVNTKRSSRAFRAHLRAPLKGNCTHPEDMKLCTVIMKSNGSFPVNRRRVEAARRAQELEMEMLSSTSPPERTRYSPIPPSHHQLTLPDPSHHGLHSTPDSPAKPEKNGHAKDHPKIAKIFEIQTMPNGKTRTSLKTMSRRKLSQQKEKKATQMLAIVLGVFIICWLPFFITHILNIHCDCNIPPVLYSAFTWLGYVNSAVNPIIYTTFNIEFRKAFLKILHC
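Tetracycline-induced HEK293 T-REx cells expressing D2 force-coupled to calcium signalling were dye-loaded, exposed to compound for 180 s, then challenged with an EC80 of dopamine; calcium flux was followed kinetically for a further 180 s.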
ERG-DNA inh: blocks human ERG Ets domain binding to DNA. AID 624246. Potency, µM (doses to about 76.9 µM), for inactives: top-dose FP activity, negative = inhibition, hits mostly inhibitors. P11308. actives 0.028% (n = 370,000). fluorescence polarization, His-ERG Ets domain / labelled DNA; active = well fitted inhibition curve with a large enough effect in the polarisation, with a control signal flat; inconclusive = small, poorly fitted or top-dose-only effect, or effect the other way, or a change in a side signal; inactive = no such curve, though single readings can be large or run the other way; the % refers to the polarisation;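 also: polarization taken with two DNA probes labelled with fluorescein and Texas red; potency is read from the fitted curve at half-maximal effect; % of control where 0% means no effect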
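His-tagged ERG Ets domain (1 uM in the protein solution; 300mM KCl, 50mM Tris-HCl, 1mM EDTA, 1mM DTT, pH 7.5) received compound, then a probe mix of 5 nM fluorescein-DNA and 100nM Texas-615-DNA. Fluorescence polarization was read for both dyes.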
ALOX12 inh: ALOX12 (human) lipoxygenase inhibition. P18054. actives 1.1% (n = 580,000). purified 12hLO, xylenol orange hydroperoxide absorbance. Potency, µM (top dose mostly 108 µM), for inactives: at the top dose activity change, negative = inhibition, usual class: inhibitors; also: potency is read from the fitted curve at half-maximal effect; % is scaled to controls: 0 for no effect and ±100 for the full control effect
Target sequence (P18054 whole entry, looked up): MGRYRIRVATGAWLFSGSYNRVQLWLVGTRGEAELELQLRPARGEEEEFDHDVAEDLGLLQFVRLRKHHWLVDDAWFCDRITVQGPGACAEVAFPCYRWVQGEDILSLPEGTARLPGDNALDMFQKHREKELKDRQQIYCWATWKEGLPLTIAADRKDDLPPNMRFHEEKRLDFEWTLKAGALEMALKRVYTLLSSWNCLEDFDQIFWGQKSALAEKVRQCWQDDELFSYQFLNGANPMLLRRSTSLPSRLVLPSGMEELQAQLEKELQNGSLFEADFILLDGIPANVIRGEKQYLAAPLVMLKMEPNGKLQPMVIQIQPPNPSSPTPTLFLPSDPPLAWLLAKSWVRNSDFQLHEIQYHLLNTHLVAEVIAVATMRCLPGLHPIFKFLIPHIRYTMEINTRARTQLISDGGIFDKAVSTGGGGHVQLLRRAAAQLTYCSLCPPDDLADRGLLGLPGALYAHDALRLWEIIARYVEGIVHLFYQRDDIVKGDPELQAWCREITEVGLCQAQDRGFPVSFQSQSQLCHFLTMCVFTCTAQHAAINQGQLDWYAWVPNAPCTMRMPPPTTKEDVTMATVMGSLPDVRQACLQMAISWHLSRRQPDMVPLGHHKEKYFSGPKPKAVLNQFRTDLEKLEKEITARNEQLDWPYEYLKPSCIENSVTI
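Hydroperoxide product was detected by ferrous iron/xylenol orange as the 573 to 405 nm absorbance ratio. Arachidonic acid at 40 uM (final) was turned over for 30 min at room temperature by 150 nM human 12hLO, pH 7.0 Hepes buffer, after 15 min compound preincubation.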
RGS4 inh: human RGS4 inhibition; P49798; Transcreener GDP fluorescence polarization, RGS4-accelerated GTP hydrolysis; Potency, µM (titrated, usually from 114 µM), for the others: top-dose activity change, negative = inhibition, usual class: inhibitors; actives 0.039% (n = 390,000); AID 504845; also: potency is read from the fitted curve at half-maximal effect; % is scaled to controls: 0 for no effect and ±100 for the full control effect; nearly all actives have a fitted effect of over 75% in size; some results filed as inactive show a strong effect at the top dose
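MLSMR compounds (23 nl, pin-transferred) preincubated 10 min at room temperature with a 500nM (2x) first reagent, then RGS4 at 900nM (2x) plus Transcreener GDP mix added; fluorescence polarization (620/688 nm) read before and after 90 min at 30 °C.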
D2 ag: activates the human D2 dopamine receptor | P14416 | HEK293 T-REx D2 cells, calcium flux agonist mode | activation, % at 2 µM | actives 0.53% (n = 340,000);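 active = activation over 3 SD above normal in the single-dose calcium agonist read, cut at about 30% in these data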; also: 0% is about no effect
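Tetracycline-induced HEK293 Trex cells with D2 receptor force-coupled to calcium signaling, plated overnight at 30 C and loaded with no-wash calcium dye. Calcium flux read kinetically for 180 s after compound addition; responses flag agonists.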
Vif-A3G inh: blocks the Vif interaction with human APOBEC3G; Potency, µM (series often up to 46.1 µM), inactives show top-dose activity, negative = active, most hits filed as inhibitors; HeLa A3G-eYFP + Vif (tagged APOBEC3G with the HIV-1 protein that degrades it), YFP fluorescence, overnight; Q9HC16; AID 602310; actives 0.076% (n = 410,000);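 also: potency is read from the fitted curve at half-maximal effect; % is scaled to controls: 0 for no effect and ±100 for the full control effect; nearly all actives have a fitted effect of over 60% in size; hits raise eYFP signal because A3G escapes Vif-driven loss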
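Read-out is eYFP fluorescence (Ex 488/Em 500-530) from Vif-expressing HeLa A3G-eYFP cells; more signal means A3G escaped Vif-mediated degradation. Cells plated overnight, compound pinned in, incubated overnight at 37 deg C.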
LDHA block: inhibitors of human lactate dehydrogenase A; purified LDHA, NADH/diaphorase-resazurin fluorescence; hits give low values; activity change, % (values are at about 110 or 230 µM); actives 0.15% (n = 480,000); P00338; AID 1347041; in the data active = activity change below about -30%; inconclusive = mostly about -25% to -30%;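 also: plate controls were DMSO wells for no effect and wells without enzyme for full effect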
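Resorufin fluorescence (ex540/em590), read at 0 and 20 min after diaphorase/resazurin addition, reports the NADH left after a 5 min room-temperature reaction of 2 nM human LDH5 with 0.06 mM NADH and 0.2 mM pyruvate.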
Vif-APOBEC3F blk: Vif-A3F binding inhibition; HeLa A3F-eYFP + Vif (tagged APOBEC3F with the HIV-1 protein that degrades it), YFP fluorescence increase; Potency, µM (highest dose often 46.1 µM), for the others: at the top dose activity, negative = active; actives 0.2% (n = 390,000); AID 602313; also: potency is read from the fitted curve at half-maximal effect; % of control where 0% means no effect; nearly all actives have a fitted effect of over 65% in size
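HeLa cells stably expressing Vif plus C-terminally eYFP-tagged A3F were seeded, incubated overnight at 37 deg C, dosed with compound, incubated overnight again at 37 deg C. Yellow fluorescence (Ex 488/Em 500-530) reported blocked Vif-mediated A3F-eYFP degradation.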
GRP78 ERSR act: induces the endoplasmic reticulum stress response in human glioma cells | U87-MG GRP78 promoter luciferase reporter, 16 h | Potency, µM, for inactives: at the top dose activation, usual class: activators | actives 0.02% (n = 420,000) | AID 602332; also: potency is read from the fitted curve at half-maximal effect; series mostly up to about 76 µM; % of control where 0% means no effect; nearly all actives have a fitted effect of over 35% in size
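ERSR induction read as luciferase luminescence (Bright-Glo, 10 min at room temperature) in stably transfected human U87-MG glioma cells exposed to compounds for 16 h, using GRP78 as sensor.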
Starred values were filed as active, the others as inactive; ? = inconclusive; · = no result given; & = joins results of further samples; [ ] = remark or other dose. Unless noted, calls follow the shape of the dose curve; as a rule, active = well fitted curve in the direction sought with a large enough effect; inconclusive = small, poorly fitted or top-dose-only effect, or another doubt; inactive = no such curve, though single readings can be large; an effect the other way counts as inactive or inconclusive. A portion of the library; rates above refer to the full screens.

SMILES	D2 antag	ERG-DNA inh	ALOX12 inh	RGS4 inh	D2 ag	Vif-A3G inh	LDHA block	Vif-APOBEC3F blk	GRP78 ERSR act
CCS(=O)(=O)Nc1cccc(C2=NN(S(C)(=O)=O)C(c3ccccc3)C2)c1 (stereo not drawn)	-25	0%	-15%	-11%	-0.7	?	-6	?	5%
Nc1nc2nc[nH]c2c(=O)[nH]1	·	-9%	·	0%	·	0%	-3	10%	-1%
Cc1ccc(NC(=O)c2ccccc2)s1	-8	-8%	-15%	-5%	-0.1	-3%	-5	7%	-10%
Cn1c(CNC(=O)c2ccc(Cl)cc2)nnc1SCC(=O)NC1CCCC1	-16	-9%	-5%	10%	0.0	7%	-3	10%	-2%
Nc1nc(SCC(=O)N2CCCC2)[nH]c(=O)c1-c1ccccc1	4	-7%	10%	-46%[11.4 µM]	0.1	0%	-2	-1%	-3%
CCc1cccc(CC)c1NC(=O)CCS(=O)(=O)c1ccc(Br)cc1	·	-1%	-10%	11%	-1.2	0%	-5	0%	-4%
CN1C(=O)/C(=C2\SC(N)=NC2=O)c2ccccc21	4	0%	?	-46%	-0.1	2%	0	-11%	-3%
COc1ccc(N=C2C(=Nc3ccc(OC)cc3)N(c3ccc(N(C)C)cc3)C(=S)N2c2ccc(OC)cc2)cc1	-2	-3%	3%[57.4 µM]	9%	-0.2	-8%	3	-11%	5%
COc1ccc(-c2nn(-c3ccccc3)cc2N)cc1	-3	-1%	3%	-23%	0.0	0%	-2	-6%	-1%
O=C(Cn1cnc2ccccc2c1=O)NC1CCS(=O)(=O)C1 (stereo not drawn)	-9	7%	11%	27%	0.2	-4%	-8	7%	-4%
Cc1nc2nc(SCC(=O)N3CCOCC3)nn2c(C)c1Cc1c(F)cccc1Cl	-5	-1%	1%	24%	-0.5	0%	-18	-4%	-3%
Cc1cc2cc(CN3C(=O)c4ccccc4C3=O)ccc2[nH]1	6	-1%	?	8%	0.4	-5%	-8	1%	-4%
COc1ccccc1-c1nn2c(=O)cc(CN3CCN(C(=O)Nc4ccc(C)cc4Cl)CC3)nc2s1	·	-4%	-27%	-18%	0.4	-3%	1	0%	-1%
O=C(N/N=C/c1c(O)ccc2ccccc12)c1cccnc1	-12	4%	?	-8%[56.9 µM]	8.0	-28%	19	-28%	-3%
CC(/C=C/c1cccs1)=C\C(=O)O	18	3%	0%	-25%[56.9 µM]	0.3	0%	-1	-5%	-7%
COc1cc(/C=N/NC(=O)CCc2n[nH]c(=O)[nH]c2=O)cc(OC)c1OC	-10	-4%	-9%	5%	0.6	-1%	-11	-1%	-7%
Cc1ccn2c(Nc3c(C)cccc3C)c(-c3ccc(Cl)s3)nc2c1	·	-8%	-20%	4%	3.4	6%	3	6%	-3%
O=Cc1ccc2ccc3cccnc3c2n1	-20	0%	-6%	-14%	0.2	-5%	20	?	1%
Cc1ccc(NS(=O)(=O)c2ccc3c(c2)C(=O)c2ccccc2C3=O)c(C)c1	0	0%	-25%	-7%	0.4	-5%	13	0%	0%
COc1ccc(NC(=O)c2nn(C)cc2[N+](=O)[O-])cc1	8	4%	44%[activator]	21%	0.0	?	-1	-2%	-3%
CCCCCOc1c(Cl)cc(C(=O)N(Cc2ccc(C)o2)C2CCS(=O)(=O)C2)cc1Cl (stereo not drawn)	·	3%	-51%	-19%	-1.3	-12%	5	-3%	8%
COC(=O)c1ccc(Cn2c(SCC(=O)Nc3ccc(F)cc3)nc3ccccc32)cc1	·	1%	-2%	8%	2.2	1%	-4	-4%	-1%
COc1nc(C)nc(NC(=O)NS(=O)(=O)c2ccc(C)cc2)n1	·	6%	0%	-35%	·	0%	-6	0%	-5%
COc1ccc(Cl)cc1NC(=O)c1cc(-c2ccccc2O)n[nH]1	2	11%	17%	-14%	-0.3	-5%	-6	?	11%
CCCC1(CCC)C(=O)NC(=NCCc2ccc(OC)c(OC)c2)NC1=O	13	-6%	-2%	-2%	0.1	-1%	-5	-3%	-5%
O=C1c2ccccc2NC(c2cnc3ccccc3n2)N1O (stereo not drawn)	7	7%	?	-2%	-0.3	1%	5	5%	-7%
CC(Sc1ccc2c(c1)OCCO2)C(=O)Nc1ncc(Cl)cc1Cl (stereo not drawn)	-14	-2%	0%	-21%	0.6	1%	12	0%	-2%
c1ccc(Cn2c(-c3ccccc3)nc3nc4ccccc4nc32)cc1	13	4%	-1%	15%	0.1	-1%	-5	-14%	2%
CC1(C(=O)O)CCCN1C(=O)c1ccco1 (stereo not drawn)	·	·	?	·	·	-1%	-9	·	-3%
Cn1c(=O)c2c(ncn2CC(=O)N/N=C/C(Br)=C/c2ccccc2)n(C)c1=O	-3	-25%	-6%	-10%	0.7	-4%	-5	-19%	-5%
Cn1c2ccccc2c(=O)c2c(=O)n(Cc3ccccc3)c(-c3ccc(F)cc3)nc21	4	-5%	7%	1%	-1.1	3%	4	4%	-1%
CNC(=S)N1N=C(c2ccc(C)cc2)CC1c1ccc(N(C)C)cc1 (stereo not drawn)	4	3%	7%	12%	2.2	0%	-9	-1%	-1%
COc1ccccc1CCNC(=O)CSc1nnc2ccc(-c3cccnc3)nn12	-16	17%	3%	-11%[11.4 µM]	-1.9	0%	-1	0%	-2%
Cc1ccc(C)c(CN2C(=O)c3ccccc3S(=O)c3ccc(C(=O)N4CCC(C)CC4)cc32)c1 (stereo not drawn)	·	1%	-19%	-3%	-0.9	5%	0	4%	-1%
CCOC(=O)c1ccc(NC(=O)CN(Cc2ccc(Cl)cc2)S(C)(=O)=O)cc1	-5	0%	1%	23%	-0.5	1%	3	-2%	0%
Cc1ccc(CNC(=O)C(NS(=O)(=O)c2cccs2)C(C)C)cc1 (stereo not drawn)	-9	1%	-22%&-21%	-2%&-41%	0.4&0.1	2%&0%	-8&-9	4%&0%	-4%&-1%
COc1cccc(NC(=O)c2cc(-c3ccncc3)nc3c(C)cc(C)cc23)c1	0	-1%	16%	10%	0.6	-10%	-8	-10%	-1%
CC(=O)Nc1cccc(-c2nc3ccccc3[nH]2)c1	-11	-6%	0%	-5%	-1.5	4%	-2	-23%	0%
COc1ccc(S(=O)(=O)Nc2ccccc2C(=O)NCc2ccco2)cc1	-8	-1%	0%	-20%[11.4 µM]	0.7	-5%	0	-7%	-5%
Cc1ccc(CN2CC(C(=O)O)CC2=O)cc1 (stereo not drawn)	14	0%	0%	21%	1.2	-2%	0	-14%	-1%
COc1ccc(/C(O)=C2/C(=O)C(=O)N(CCCN3CCOCC3)C2c2ccc(N(C)C)cc2)cc1 (stereo not drawn)	1	0%	?	6%	-0.1	2%	-3	9%	?
COc1cccc(N2C(=O)CSC23C(=O)N(CC(=O)Nc2cccc(Cl)c2)c2ccccc23)c1 (stereo not drawn)	·	6%	?	-19%	0.2	-4%	3	2%	-1%
CC(=O)Nc1ccc(OC(F)(F)C(F)F)c(NC(C)=O)c1	-20	·	-22%	9%	-1.8	0%	-1	-2%	-2%
Cc1ccc(NC(=O)CN(C)C(=O)c2ccc(Sc3nncn3C)c([N+](=O)[O-])c2)cc1	17	8%	144%[activator]	-20%	0.5	1%	-5	?	-1%
CC(CNC(=O)CN(C)CC(=O)Nc1ccccc1Br)c1ccccc1 (stereo not drawn)	15	2%	-21%	-1%	0.4	-3%	1	4%	-3%
CCn1nc(C)c(Br)c1-c1nc(-c2ccc(C)cc2)no1	8	-3%	0%	1%	1.7	-3%	0	-6%	5%
CC(=O)c1ccc(NC(=O)CCc2c(C)nn(-c3ccc4nncn4n3)c2C)cc1	·	0%	-25%	-2%	·	8%	-1	0%	-2%
CS(=O)(=O)c1ccc2nc(NC(=O)C3CC3)sc2c1	·	-7%	0%	5%	·	-2%	-4	1%	12%
CC1(C)CC(=O)C2=C(C1)N(Cc1ccco1)C(=O)NC2(C(F)(F)F)C(F)(F)F	22	·	11%	20%	-0.8	1%	-11	2%	-3%
Cc1cc2n(n1)SC(Nc1ccccc1)N2 (stereo not drawn)	7	0%	14µM*	-34%	0.7	1%	-4	-1%	5%
CC1(CCCN2C(=O)c3ccccc3C2=O)OCCO1	·	3%	116%[activator]	28%	·	1%	-13	-1%	6%
CC(C)(C)c1ccc(C(=O)NC(=S)N2CCCC2)cc1	-3	-4%	447%[activator]	-15%	-0.9	1%	-10	-9%	0%
COc1ccc(Br)cc1CN1CCN(C(=O)c2cccc(F)c2)CC1	-1	-4%	?	-20%[56.9 µM]	-1.6	3%	?	-4%	-4%
O=C(Nc1cc([N+](=O)[O-])ccc1Cl)C1CC1	6	-5%	-3%	-1%	-0.6	1%	-1	5%	-3%
CN1C(=O)/C(=C/c2ccc(OCc3cccc(F)c3)cc2)NC1=S	-8	-23%	-2%	-13%	0.6	5%	-2	-9%	-3%
Cc1ccc2cccc(SCC(=O)NCc3ccco3)c2n1	18	5%	0%	-1%	0.4	0%	-4	6%	-2%
Cc1noc(C)c1CN(C(=S)NC1CC2CCC1C2)c1ccccc1 (stereo not drawn)	-2	-6%	3%	-22%	-1.6	-6%	0	-7%	-5%
